# Screening data: PubChem BioAssay, several laboratories
# TcdB GH inh = TcdB glycohydrolase inhibition. 0.24% of 350,000 active. TcdB glycohydrolase enzymatic assay, plate reader. inhibition, % at 9.99 µM; in the data active = inhibition above about 10%
# Target sequence (P18177 whole entry, looked up): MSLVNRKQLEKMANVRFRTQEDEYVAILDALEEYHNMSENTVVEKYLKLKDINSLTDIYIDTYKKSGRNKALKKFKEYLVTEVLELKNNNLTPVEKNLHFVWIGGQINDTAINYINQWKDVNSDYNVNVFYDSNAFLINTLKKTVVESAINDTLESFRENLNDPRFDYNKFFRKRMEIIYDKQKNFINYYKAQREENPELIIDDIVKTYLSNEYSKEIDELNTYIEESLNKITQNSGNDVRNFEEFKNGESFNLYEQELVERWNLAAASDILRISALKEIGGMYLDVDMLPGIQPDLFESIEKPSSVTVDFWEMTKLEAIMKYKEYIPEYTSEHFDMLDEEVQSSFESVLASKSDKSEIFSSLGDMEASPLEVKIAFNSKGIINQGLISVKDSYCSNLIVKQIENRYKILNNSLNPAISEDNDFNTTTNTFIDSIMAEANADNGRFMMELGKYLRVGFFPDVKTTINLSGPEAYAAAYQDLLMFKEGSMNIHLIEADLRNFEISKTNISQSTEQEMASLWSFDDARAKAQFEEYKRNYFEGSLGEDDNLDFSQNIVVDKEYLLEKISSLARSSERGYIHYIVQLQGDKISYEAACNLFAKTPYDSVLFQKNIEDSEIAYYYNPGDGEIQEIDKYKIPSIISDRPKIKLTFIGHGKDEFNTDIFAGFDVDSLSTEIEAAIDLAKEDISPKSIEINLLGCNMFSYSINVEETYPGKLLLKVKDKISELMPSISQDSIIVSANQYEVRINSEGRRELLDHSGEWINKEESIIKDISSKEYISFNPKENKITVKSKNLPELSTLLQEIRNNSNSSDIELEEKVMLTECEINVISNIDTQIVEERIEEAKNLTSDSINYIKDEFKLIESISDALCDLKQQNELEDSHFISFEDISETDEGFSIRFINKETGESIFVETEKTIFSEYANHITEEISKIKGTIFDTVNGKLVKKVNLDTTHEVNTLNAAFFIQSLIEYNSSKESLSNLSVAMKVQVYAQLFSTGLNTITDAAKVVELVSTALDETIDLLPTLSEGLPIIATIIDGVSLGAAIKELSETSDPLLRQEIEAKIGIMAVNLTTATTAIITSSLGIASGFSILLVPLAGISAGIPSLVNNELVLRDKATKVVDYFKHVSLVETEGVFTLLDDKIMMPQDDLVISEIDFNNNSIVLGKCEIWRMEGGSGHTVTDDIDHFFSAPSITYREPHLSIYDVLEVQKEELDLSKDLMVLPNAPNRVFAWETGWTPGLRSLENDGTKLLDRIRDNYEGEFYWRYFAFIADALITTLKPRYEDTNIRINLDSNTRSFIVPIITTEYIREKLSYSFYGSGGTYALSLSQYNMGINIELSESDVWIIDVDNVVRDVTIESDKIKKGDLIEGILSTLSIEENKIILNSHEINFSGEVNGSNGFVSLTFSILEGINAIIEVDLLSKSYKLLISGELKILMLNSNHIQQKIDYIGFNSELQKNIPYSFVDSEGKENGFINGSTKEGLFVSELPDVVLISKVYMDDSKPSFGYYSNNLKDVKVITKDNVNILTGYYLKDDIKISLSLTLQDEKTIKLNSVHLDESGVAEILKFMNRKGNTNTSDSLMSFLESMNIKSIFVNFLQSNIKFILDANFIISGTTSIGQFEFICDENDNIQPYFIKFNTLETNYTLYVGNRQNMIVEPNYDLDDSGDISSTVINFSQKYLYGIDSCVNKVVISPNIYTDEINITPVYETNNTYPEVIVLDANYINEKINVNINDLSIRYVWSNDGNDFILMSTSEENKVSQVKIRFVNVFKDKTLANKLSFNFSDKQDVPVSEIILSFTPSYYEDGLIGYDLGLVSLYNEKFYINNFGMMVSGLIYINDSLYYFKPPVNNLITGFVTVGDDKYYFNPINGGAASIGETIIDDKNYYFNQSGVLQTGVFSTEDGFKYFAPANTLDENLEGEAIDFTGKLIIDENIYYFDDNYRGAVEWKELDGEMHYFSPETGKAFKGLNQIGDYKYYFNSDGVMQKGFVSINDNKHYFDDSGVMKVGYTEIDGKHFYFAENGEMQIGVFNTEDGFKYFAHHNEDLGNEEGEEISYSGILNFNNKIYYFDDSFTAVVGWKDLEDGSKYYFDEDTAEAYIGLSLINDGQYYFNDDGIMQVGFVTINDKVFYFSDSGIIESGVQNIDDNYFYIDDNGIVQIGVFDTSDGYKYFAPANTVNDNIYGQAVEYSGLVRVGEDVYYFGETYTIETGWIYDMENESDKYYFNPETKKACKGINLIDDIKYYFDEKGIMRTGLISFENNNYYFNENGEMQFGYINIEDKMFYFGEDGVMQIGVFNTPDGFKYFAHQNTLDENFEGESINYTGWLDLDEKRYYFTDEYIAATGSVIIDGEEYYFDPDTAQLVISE
# PrPC surface inh = inhibitors of human cell surface prion protein PrPC; P04156; TR-FRET read-out; inhibition, % at 13.8 µM; 0.43% of 370,000 active; AID 720596; in the data active = inhibition above about 24%; also: 0% = median of the test wells and 100% = reference compound wells
# CCHF vOTU inh = CCHFV vOTU protease inhibition | Pep-AMC fluorescence | inhibition, % at 11.5 µM | 0.55% of 370,000 active; in the data active = inhibition above about 30%; also: 0% = vehicle wells with enzyme and 100% = no enzyme wells
# BoNT A protease = inhibitors of Botulinum neurotoxin A light chain protease; 0.17% of 360,000 active; AID 588499; inhibition, % at 10 µM; multiplex microsphere protease substrate cleavage, flow cytometry; also: plate controls were buffer without enzyme for full effect and enzyme alone for no effect
# PfHsp40 rescue = compounds rescuing yeast from Plasmodium falciparum HSP40 toxicity | S. cerevisiae expressing PfHsp40, growth rescue, ATP luminescence | growth rescue, % at 12.5 µM | 0.68% of 340,000 active; in the data active = growth rescue above about 28%, passing the limit was not always enough; inconclusive = no clear call, values can overlap the other calls;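 also: yeast W303a lacking pdr1 and pdr3 grown in galactose medium; growth measured after three days at 30 °C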
# BoNT F protease = inhibitors of Botulinum neurotoxin F light chain protease | inhibition, % at 10 µM | Multiplex microsphere protease cleavage assay, flow cytometry | 0.22% of 360,000 active | AID 588497; in the data active = inhibition above about 35%, passing the limit was not always enough; inconclusive = no clear call, values can overlap the other calls; also: plate controls were buffer without enzyme for full effect and enzyme alone for no effect
# Anthrax LF prot = inhibitors of Bacillus anthracis lethal factor protease. P15917. multiplex microsphere protease cleavage assay, LF. inhibition, % at 10 µM. 0.12% of 360,000 active. AID 588501; also: plate controls were buffer without enzyme for full effect and enzyme alone for no effect
# FadD28 FP inh = M. tuberculosis FadD28 bisubstrate binding inhibition; inhibition, % at 12.5 µM; AID 588549; FadD28 bisubstrate probe binding, fluorescence polarization; 0.22% of 360,000 active; in the data active = inhibition above about 8.5%, passing the limit was not always enough; inconclusive = no clear call, values can overlap the other calls
# Yp Topo-I inh = Y. pestis Topo-I inhibition via cleavage products; Y. pestis Topo-I cleavage product accumulation, plate reader; activity, % at 10 µM; 0.064% of 360,000 active; AID 504884; in the data active = activity above about 50%, passing the limit was not always enough; inconclusive = no clear call, values can overlap the other calls; also: inactives centre near 2
# Starred values were filed as active, the others as inactive; u = inconclusive; x = no result given; & = joins results of further samples. Rule as the data show it, unless noted: active = inhibition above about 30%; inconclusive = no clear call, values can overlap the other calls; inactive = below that.
SMILES,TcdB GH inh,PrPC surface inh,CCHF vOTU inh,BoNT A protease,PfHsp40 rescue,BoNT F protease,Anthrax LF prot,FadD28 FP inh,Yp Topo-I inh
COCCN(C(=O)CC1CCCC1)c1c(N)n(CC(C)C)c(=O)[nH]c1=O,0.5,1,-2,0.2,-1.2,-5,4,-1.1,0
OCCC1CN(Cc2ccn[nH]2)CCN1Cc1ccc(F)c(F)c1 (stereo not given),0.6,-6,-10,0.0,2.2,7,13,-0.5,-5
O=C(c1ccccc1OCc1ccc(Cl)cc1)N1CCN(c2ccccn2)CC1,-0.3,-3,-2,-1.5,-0.6,-5,-3,-0.5,49
COc1ccc(NC(=O)CN(C)C(=O)c2cccc(S(=O)(=O)N3CCN(C)CC3)c2)cc1,1.1,-1,4,-3.0,-0.7,-4,-1,-3.4,-13
O=C(NCc1ccccc1)C1=C[C@H](c2ccc(Br)cc2)C[C@H](OCCCCO)O1,x,-2,-5,0.2,0.6,-12,0,-5.8,7
CC1CN(S(=O)(=O)c2cccc(C(=O)OCc3cc(=O)oc4cc(O)ccc34)c2)CC(C)O1 (stereo not given),x,-5,10,-0.5,-0.3,-15,-3,-5.2,-6
Cc1ccc2[nH]c(C(=O)O)c(NC(=O)[C@@H]3C[C@@H]3c3ccccc3)c2c1,1.1,11,7,-0.7,-0.4,-9,-7,-0.9,3
CCN(CC)CCNC(=O)c1ccc(Cl)c(S(=O)(=O)N2CCCCCC2)c1,x,-2,0,0.2,-0.5,-1,1,-1.4,-5
CC(C)(C)n1nnc(CCc2nnn(C(C)(C)C)n2)n1,x,1,-2,-0.2,-1.4,8,-1,-0.4,0
O=C(Cc1ccc(Cl)cc1)Nc1ccc(N2CCN(C(=O)c3ccco3)CC2)cc1,x,3,7,3.3,-0.6,-28,-9,-1.7,18
CCOc1ccccc1NC(=O)Nc1ccc(OC)nc1,-0.1,2,-7,2.1,-0.9,-6,-12,0.4,3
C[N+](C)(CCOc1ccccc1)Cc1ccccc1,0.4,-5,7,0.0,-0.7,0,6,-0.1,-5
COc1ccccc1NC(=O)c1ccc2nsnc2c1,1.3,-37,-19,-2.4,-1.4,-19,8,-2.5,5
Cc1ccc2cc(F)c(F)c(F)c2n1,1.5,-2,-7,-1.0,x,-11,1,-3.9,x
Cc1cc(C(=O)COC(=O)c2ccc(F)cc2F)c(C)n1C1CC1,-2.8,7,8,2.8,-0.9,5,-1,-3.5,0
COC(=O)C1CCN(C(=O)c2ccc3oc(Cc4ccc(Cl)cc4)nc3c2)CC1,2.0,4,-2,-3.3,0.7,-8,-3,-0.8,43
NCCc1c(C(=O)O)[nH]c2ccc([N+](=O)[O-])cc12,2.6,2,3,-0.6,-1.4,-4,-6,-3.6,-4
Cc1ccc(NC(=O)c2ccc(Cl)nc2)cc1S(=O)(=O)N1CCOCC1,0.1,5,-13,0.0,-0.6,1,13,-5.8,-2
Cc1csc2c(NCCCN3CCOCC3)ncnc12,0.6,5,-11,-1.2,0.3,-6,1,0.0,-3
CCCN=C1N(C)C[C@@H]2[C@@H]3C(=O)N(C)C(=O)[C@@H]3[C@](CC)(C(=O)OC)N12,1.0,-7,1,-0.2,-2.3,-7,-2,-3.4,-1
NS(=O)(=O)c1cccc(NC(=O)COC(=O)CN2C(=O)c3ccccc3C2=O)c1,0.5,-3,-14,-0.1,-1.4,-6,-7,-3.4,4
CCC(=O)c1ccc(OCC(=O)OCC(=O)Nc2ccc3c(c2)OCCO3)cc1,0.8,5,2,0.0,11,3,-2,-2.1,6
CCOC(=O)C(Oc1ccc2c(-c3ccccc3)cc(=O)oc2c1)c1ccccc1 (stereo not given),0.0,-6,13,-0.6,0.2,-9,-3,-5.7,9
COc1ccc(S(=O)(=O)N2CCN(C(=O)C3CCC3)CC2)cc1,-1.0,9,-5,0.8,-0.2,-9,2,-1.1,-4
C[C@@H]1CCCCO[C@H](CN(C)C)[C@H](C)CN([C@@H](C)CO)C(=O)c2cc(NC(=O)Nc3ccc(C(F)(F)F)cc3)ccc2O1,1.2&1.4&1.6,-3,1,-0.4,x,-5,-5,4.5,-20
COc1ccc(S(=O)(=O)N2CCOCC2)cc1NC(=O)c1ccc(OCC(C)C)c(OC)c1,0.7,0,9,u,1.8,u,u,-3.8,14
CCN(CC(=O)NCc1cccs1)C(=O)c1ccc(N(C)S(=O)(=O)c2ccc(C)cc2)cc1,-0.5,2,10,-1.2,-1.5,-12,-3,-0.9,-2
CN(C)Cc1csc(NC(=O)Nc2cccc(Cl)c2)n1,2.0,-9,8,0.3,x,-3,3,-1.5,-10
COc1cc(C(=O)NCCNc2nc3ccc(C)cc3cc2C#N)cc(OC)c1OC,0.7,-3,-11,-2.1,1.1,u,-17,-1.0,11
[O-][N+]1=C(c2cccs2)CN(O)C1,x,-2,-3,0.7,0.8,u,10,-4.4,1
CCOC(=O)c1nn(-c2ccc(F)cc2)c(=O)c2c(N)scc12,0.1,-23,0,0.1,1.1,2,-2,0.4,-4
CC(C)c1ccccc1-n1c(SCC(=O)c2ccc3c(c2)NC(=O)CO3)nc2ccccc2c1=O,x,3,2,0.3,0.8,-6,-6,-5.0,41
C/C(=N\NC(=O)c1ccc(-c2ccccc2)cc1)c1ccco1,0.2,7,0,0.4,0.7,-4,-17,-0.7,9
O=C(NCc1ccccc1)N1CCC(n2cnc3cc(F)ccc32)CC1,x,-12,20,0.5,0.3,-12,-3,-4.4,3
CCCCc1c(-c2ccccc2OC)ncn1Cc1cccc(-c2ccccc2)c1,-0.1,13,18,0.3,x,-6,2,x,x
CC(C)(C)N1CC(C(=O)c2ccccc2)C1c1ccccc1 (stereo not given),0.5,4,10,0.2,0.5,4,-4,0.3,9
Cc1cc(C)cc(Nc2nc3c([nH]2)c(=O)n(C)c(=O)n3C)c1,-0.1,0,-7,-0.4,-0.1,-6,0,1.3,-1
Cc1cc(=O)oc2c3c(cc(OCC(=O)NCc4cccnc4)c12)OC(C)(C)CC3,1.9,3,-207,-1.0,1.0,-6,-5,-1.8,5
COc1cc(OC)cc(C(=O)N[C@H](C(=O)OCn2nnc3ccccc3c2=O)C(C)C)c1,1.1,-4,7,-0.2,0.3,-1,0,-4.0,16
CC(C)N(Cc1nccn1C)C(=O)C1CCC(=O)N(CCc2ccccc2)C1 (stereo not given),-0.8,7,-4,-0.2,x,-3,-5,-1.9,0
CCCCC(CC)CNC(=O)c1[nH]c(C)c(C(C)=O)c1C (stereo not given),1.2,15,8,-1.2,0.3,-10,-12,-4.6,22
CCCCOc1ccc(C(NC(=O)OCC)NC(=O)OCC)cc1,x,1,-5,1.0,-0.2,-2,0,-0.7,0
COc1cc(/C=C/C(=O)c2c(O)n(CCc3ccccc3)c(=O)[nH]c2=O)ccc1O,-0.6,-2,-12,0.5,0.2,-2,-1,1.0,1
Cc1c(CCOC(=O)c2ccc(Cl)cc2Cl)sc[n+]1CC(=O)c1ccccc1,2.3,-7,15,0.7,-0.6,-13,0,-4.0,16
CC(=O)NN1C(=O)c2ccccc2NC1c1ccccc1 (stereo not given),-2.8,-2,-54,0.6,-0.2,3,-6,-3.9,-5
COc1ccc(-c2cc(C(F)(F)F)nc(SCC(=O)NCc3cccs3)n2)cc1,x,0,3,1.3,0.2,0,-2,-9.8,-9
COc1ccc(C)cc1NC(=S)NNC(=O)c1c(Br)cnn1C,-1.4,5,12,-1.1,-0.3,-4,2,-0.6,6
O=C(COc1ccc2c(c1)OCO2)Nc1nnc(Cc2ccccc2)s1,0.7,-2,-12,3.7,-1.4,9,7,0.9,-1
Cc1ccnc(NC(=S)NC(=O)/C=C/c2ccc(Cl)cc2)c1,x,6,-14,0.8,-0.3,3,-2,-0.6,-4
O=C(O)[C@H](Cc1ccccc1)NC(=O)N1CCN(c2cccc(C(F)(F)F)c2)CC1,0.7,5,7,-0.8,1.8,-5,-3,0.4,4
CC(C)CCCCCCNC(=S)Nc1ccc(S(=O)(=O)N2CCOCC2)cc1,0.6,10,31*,1.6,2.1,16,1,-0.3,11
O=C(NC1CCCN(Cc2ccc(Cl)cc2)C1)C1CCC1 (stereo not given),-1.2,3,2,x,0.4,x,x,-3.4,0
CCCn1c2ccccc2c2cnn(CC(=O)NCCCN3CCCC(C)C3)c(=O)c21 (stereo not given),1.3,-7,7,0.9,-0.7,-4,-1,-5.1,-4
CC(=O)c1ccccc1C(=O)N1CCCC(C(=O)c2ccc(C(F)(F)F)cc2)C1 (stereo not given),1.8,6,7,1.1,-0.2,-4,-1,-1.6,0
CCn1c(=O)c(CCC(=O)NCCN2CCOCC2)c(C)c2c(C)nn(-c3ccccc3)c21,1.8,-3,5,-1.1,0.8,2,3,-1.8,28
CC1=C(C(=O)Nc2ccccc2F)C(c2cccs2)NC(=S)N1 (stereo not given),0.9,1,0,0.8,1.0,-4,-2,-0.3,0
CN(C)CCn1cnc2c1c(=O)n(C)c(=O)n2C,1.5,6,9,0.3,0.2,4,4,-1.0,-5
Cc1ccccc1C1CCCN(C(=O)c2cc(COc3c(F)cccc3F)on2)C1 (stereo not given),0.8,-1,16,0.0,0.3,-8,0,-2.0,41
O=C(O)C1C2CCC(C2)C1C(=O)NCc1ccco1 (stereo not given),x,-4,0,-0.8,-1.1,-5,-2,1.1,-3
CCOc1ccc(S(=O)(=O)Nc2ccccn2)c2ccccc12,1.7,0,-11,-0.3,-0.3,-3,-5,-0.7,7
# The results go on:
SMILES,TcdB GH inh,PrPC surface inh,CCHF vOTU inh,BoNT A protease,PfHsp40 rescue,BoNT F protease,Anthrax LF prot,FadD28 FP inh,Yp Topo-I inh
COc1ccc(NC(=O)C(F)(OC)C(F)(F)F)c(OC)c1 (stereo not given),-0.2,0,2,0.0,-0.1,1,0,-0.5,-10
Cc1ccc(OCCn2cnc3ccccc3c2=O)c([N+](=O)[O-])c1,1.7,2,-19,-0.4,1.6,-5,2,-1.4,8
CC1(C)CC(=O)C=C(c2cccc(Cl)c2O)C1,1.0,-1,9,-0.3,-1.2,-5,-1,-0.8,2
COC(=O)c1ccc(NC(=O)CN2CCN(c3ccccc3C)CC2)cc1,0.5,-5,11,0.3,-0.4,5,-1,0.1,31
COc1ccc(OCC(=O)OCC(=O)c2ccc(OC)c(F)c2)cc1,0.7,9,-7,-1.5,1.4,-11,-2,-1.2,7
N=C1C(c2nc(-c3ccc(Cl)cc3)cs2)=C(O)CN1CCCN1CCOCC1,x,-1,4,-1.5,1.2,7,-10,1.5,9
COCCCNC(=O)c1cc(S(=O)(=O)N2CCC3(CC2)OCCO3)ccc1F,-0.9,3,12,0.4,x,0,2,-1.1,1
O=C(c1cccc(F)c1)N1CCN(Cc2cccc(Br)c2)CC1,1.5,5,8,2.3,-0.5,u,-7,-2.6,18
Cn1nc(-c2ccccc2)c(/C=N/O)c1Cl,0.1,3,0,-2.5,-0.6,-6,-4,-1.2,11
CC1CCCCN1S(=O)(=O)c1ccccc1[N+](=O)[O-] (stereo not given),2.0,-6,-18,1.0,4.3,8,0,-3.0,-4
CC1CC(C)CN(S(=O)(=O)N2CCCC(C(=O)NCCc3ccc(Cl)cc3)C2)C1 (stereo not given),4.6,-1,-3,-0.2,0.1,-10,1,-3.3,12
Cc1ccc(C)c(NCCCCC(=O)O)c1,-0.3,6,-4,-0.3,x,-13,-2,-1.5,x
CCOC(=O)c1ccccc1Oc1c(F)c(F)nc(NCCO)c1F,x,9,-2,-0.8,1.4,-11,0,0.6,0

# Molecules listed so far that contain a CF3 group (5):
SMILES,TcdB GH inh,PrPC surface inh,CCHF vOTU inh,BoNT A protease,PfHsp40 rescue,BoNT F protease,Anthrax LF prot,FadD28 FP inh,Yp Topo-I inh
C[C@@H]1CCCCO[C@H](CN(C)C)[C@H](C)CN([C@@H](C)CO)C(=O)c2cc(NC(=O)Nc3ccc(C(F)(F)F)cc3)ccc2O1,1.2&1.4&1.6,-3,1,-0.4,x,-5,-5,4.5,-20
COc1ccc(-c2cc(C(F)(F)F)nc(SCC(=O)NCc3cccs3)n2)cc1,x,0,3,1.3,0.2,0,-2,-9.8,-9
O=C(O)[C@H](Cc1ccccc1)NC(=O)N1CCN(c2cccc(C(F)(F)F)c2)CC1,0.7,5,7,-0.8,1.8,-5,-3,0.4,4
CC(=O)c1ccccc1C(=O)N1CCCC(C(=O)c2ccc(C(F)(F)F)cc2)C1 (stereo not given),1.8,6,7,1.1,-0.2,-4,-1,-1.6,0
COc1ccc(NC(=O)C(F)(OC)C(F)(F)F)c(OC)c1 (stereo not given),-0.2,0,2,0.0,-0.1,1,0,-0.5,-10
